# From PubChem BioAssay
# PLK1 PBD block = blocks phosphopeptide binding to human PLK1 polo-box domain. P53350. Plk1 PBD binding of FITC phosphopeptide, fluorescence polarization. Potency, µM, without a hit: max response, negative = inhibition, most hits filed as inhibitors. 360,000 tested, 2.8% active. AID 720504; further: potency means the concentration at half of the fitted maximal effect; series mostly up to about 57 µM; on the % scale 0 is the no-effect control and ±100 the full control effect; nearly all actives have a fitted effect of over 65% in size
# EPAC1 antagonist = EPAC1 (human) antagonism; Potency, µM (top dose mostly 115 µM), inactives show at the top dose activity change, negative = inhibition, actives largely listed as inhibitors; 360,000 tested, 0.14% active; EPAC1 GEF assay, Rap1b-BODIPY-GDP exchange fluorescence;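 further: potency means the concentration at half of the fitted maximal effect; plate controls were vehicle for no effect and positive control for full effect; nearly all actives have a fitted effect of over 50% in size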
# WRN inhibitor = inhibitors of human WRN helicase; Q14191; Potency, µM (titrated, usually from 114 µM), for the others: at the highest dose activity change, negative = inhibition, most hits filed as inhibitors; 360,000 tested, 0.46% active; WRN helicase unwinding, fluorescent forked duplex, kinetic; further: potency means the concentration at half of the fitted maximal effect; on the % scale 0 is the no-effect control and ±100 the full control effect; nearly all actives have a fitted effect of over 55% in size
#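 Enzyme (20 nM final) and test compound sit together 15 min at room temperature before substrate addition. Substrate is a single-forked duplex oligonucleotide (100 nM) labelled with fluorophore and quencher, with 2 mM ATP; helicase unwinding raises red fluorescence, read kinetically.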
# EPAC2 ag = activates human EPAC2 exchange factor; Q8WZA2; EPAC2 activation, biochemical qHTS; response scale: 100% = 6.5 mM cAMP response; Potency, µM (top dose mostly 154 µM), for the others: top-dose activation, usual class: activators; 360,000 tested, 0.079% active; further: potency means the concentration at half of the fitted maximal effect; nearly all actives have a fitted effect of over 50% in size
# Target sequence (Q8WZA2 whole entry, looked up): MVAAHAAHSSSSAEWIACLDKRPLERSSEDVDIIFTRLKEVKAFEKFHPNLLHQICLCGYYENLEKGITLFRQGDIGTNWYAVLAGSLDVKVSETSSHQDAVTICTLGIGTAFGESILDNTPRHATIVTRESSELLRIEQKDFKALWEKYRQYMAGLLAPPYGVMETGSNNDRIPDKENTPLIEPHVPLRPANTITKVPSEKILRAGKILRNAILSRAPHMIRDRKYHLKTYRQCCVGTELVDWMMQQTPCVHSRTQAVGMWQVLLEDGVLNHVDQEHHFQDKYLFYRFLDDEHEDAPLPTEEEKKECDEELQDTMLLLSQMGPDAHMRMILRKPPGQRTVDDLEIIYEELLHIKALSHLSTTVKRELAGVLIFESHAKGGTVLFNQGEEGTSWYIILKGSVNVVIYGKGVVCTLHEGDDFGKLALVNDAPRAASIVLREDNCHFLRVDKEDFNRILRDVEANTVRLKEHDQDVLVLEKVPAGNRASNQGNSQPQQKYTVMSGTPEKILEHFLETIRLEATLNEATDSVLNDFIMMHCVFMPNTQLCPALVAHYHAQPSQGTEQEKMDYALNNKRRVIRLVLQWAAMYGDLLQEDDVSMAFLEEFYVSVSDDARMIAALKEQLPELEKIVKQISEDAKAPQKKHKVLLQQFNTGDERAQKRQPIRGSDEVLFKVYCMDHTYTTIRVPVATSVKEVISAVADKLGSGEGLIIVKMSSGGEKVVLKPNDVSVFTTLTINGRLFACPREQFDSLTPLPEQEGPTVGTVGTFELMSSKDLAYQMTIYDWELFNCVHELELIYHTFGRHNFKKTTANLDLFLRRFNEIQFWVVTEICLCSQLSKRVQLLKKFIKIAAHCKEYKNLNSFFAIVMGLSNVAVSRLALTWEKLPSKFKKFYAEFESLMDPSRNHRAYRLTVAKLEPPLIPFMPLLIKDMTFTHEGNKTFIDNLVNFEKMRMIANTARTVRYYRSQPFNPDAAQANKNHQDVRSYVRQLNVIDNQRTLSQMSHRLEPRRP
#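 Setup: EPAC2 100 nM, labeled Rap1B complex 250 nM, free GDP 50 uM. Compound titrations pinned in, brief spin, 5 min room temperature incubation. Kinetic fluorescence read over 30 min, normalized to 6.5 mM cAMP.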
# EPAC1 agonist = EPAC1 (human) agonism. 360,000 tested, 0.073% active. O95398. AID 720707. Potency, µM (series often up to 154 µM), for the others: at the highest dose activation, actives largely listed as activators. EPAC1 agonist qHTS, biochemical assay; response scale: 100% = response to 6.5 mM cAMP; further: potency means the concentration at half of the fitted maximal effect; nearly all actives have a fitted effect of over 60% in size
#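 Nucleotide exchange by EPAC1 (100 nM) on Rap1B–BODIPY-GDP (250 nM) in the presence of 50 uM GDP is tracked fluorescently at 480/540 nm over 30 min. Signals are normalized to a 6.5 mM cAMP control.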
# IL-2 act = IL-2 activation; 360,000 tested, 0.065% active; AID 652025; IL-2 activation reporter assay, cell-based qHTS; stimulated with anti-CD3/CD4/CD28 beads; in transgenic mouse T cells; activation, % (series mostly up to about 46 µM); in the data active means activation above about 50%; inconclusive means mostly about 30% to 49%; further: 0% is about no effect
#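 Unstimulated transgenic mouse T cells preincubated 60 min with compound, then stimulated with anti-CD3/anti-CD4-coated beads plus anti-CD28 for 18 h at 37 degrees C. IL-2 response read as EGFP and DsRed fluorescence by plate cytometry.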
# CCT modulator = modulators of cytosolic chaperonin (CCT/TRiC) activity; purified chaperonin ATPase assay, HTRF ADP detection, 30 min; activity change, % (concentration not given with the values), hits read low; 360,000 tested, 0.3% active; AID 651819; in the data active means activity change below about -30%; further: on the % scale 0 is the no-effect control and ±100 the full control effect
#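 TRiC at 40 or 20 nM final (batch-dependent) in 30 mM Tris pH 7.4, 100 mM KCl, 5 mM MgCl2, 1 mM DTT, with compound at single 76 uM and 10 uM ATP, 30 min at 37 deg C. ADP detected by HTRF Transcreener, 665/615 ratio.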
# PI5P4K alpha inh = inhibitors of human PI5P4K alpha. P48426. PI5P4Kalpha enzyme, ADP-Glo luminescence, 60 min; hits give low values. max response, %. 330,000 tested, 1.2% active. AID 652105; active means max response of -50% or lower; inconclusive means between -30% and -50%; inactive means -30% or higher; further: value at the top dose of about 77 µM; on the % scale 0 is the no-effect control and ±100 the full control effect
#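 Single end-point luminescence (ADP-Glo) quantified ADP from PI5P4Kalpha turnover; ATP 5 microM final, 1 h at RT, 0.1% CHAPS and 0.28 mM EGTA in HEPES pH 7.4.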
# * = called active by the depositor; ? = inconclusive; · = no result given; [ ] = dose if it differs, or a comment. Unless noted, the call rests on the fitted dose curve; in most records, active means well fitted curve in the direction sought with a large enough effect; inconclusive means small, poorly fitted or top-dose-only effect, or another doubt; inactive means no such curve, though single readings can be large; an effect the other way counts as inactive or inconclusive. A portion of the library (hit frequency here may not be typical).
SMILES,PLK1 PBD block,EPAC1 antagonist,WRN inhibitor,EPAC2 ag,EPAC1 agonist,IL-2 act,CCT modulator,PI5P4K alpha inh
CC(=O)Nc1nnc(SCc2ccc(C(=O)Nc3ccccc3F)cc2)s1,-15%,-10%,-5%,9%,7%,0.2,-0.5,-11
O=C1C2C3C=CC(C3)C2C(=O)N1Cc1cccnc1 (stereo not drawn),-4%,3%,6%,13%,8%,-0.1,-2.1,-7
CC(=O)Nc1cccc(C(=O)OCC(=O)Nc2c(C)nn(-c3ccccc3)c2C)c1,-2%,5%,-3%,8%,9%,-3.6,-3.1,0
O=C(N/N=C/c1cccc(F)c1)c1ccc(Cl)cc1,-8%,2%,-15%,-4%,5%,3.5,0.5,0
CC(NS(C)(=O)=O)C(c1cccs1)N1CCN(Cc2ccccc2)CC1 (stereo not drawn),-6%,-1%,-8%,-6%,0%,-2.1,-0.7,5
Cc1ccc(NC(=O)CCn2c(=O)[nH]c3ccsc3c2=O)cc1,2%,12%,-2%,4%,1%,0.1,0.7,-20
CC(C)Cn1c(CCC(=O)O)ccc1-c1cccs1,-16%,-14%,0%,4%,-1%,-0.4,-2.5,·
Clc1ccc(OCc2nn3c(C4CCCCC4)nnc3s2)c(Cl)c1,-12%,10%,-6%,4%,-1%,-1.6,1.2,1
COC(=O)CCC(=O)Nc1cc(S(=O)(=O)Nc2ccc(Cl)cc2)ccc1N1CCOCC1,15µM*,-20%,-29%,2%,1%,1.1,-1.9,-1
CCc1ccc(C(=O)COC(=O)c2ccco2)cc1,-12%,-15%,6%,4%,-3%,0.9,-0.2,-5
Cc1ccc(/C=N/N2C(=O)c3ccccc3NC2c2ccc(C)cc2)cc1 (stereo not drawn),-19%,-20%,-6%,12%,23%,-3.6,-3.1,-1
CCOC(=O)c1nn(-c2ccc(C)cc2)c(=O)cc1OCC(=O)Nc1cccc(C)c1,-6%,18%,1%,-2%,-5%,-1.4,0.0,-5
Nc1nc(SCc2ccccc2Cl)nc2nc3c(cc12)CCCC3,-4%,10%,-3%,4%,2%,-1.8,-1.0,·
CCN(CC)C(=O)C1CCCN(Cc2ccccc2)C1 (stereo not drawn),1%,18%,-10%[57.1 µM],8%,-3%,0.8,5.0,·
COc1ccc(Cc2nc(C(=O)NCc3ccccc3OC)cs2)cc1,-3%,-7%,-5%,12%,9%,-1.8,1.3,7
CCCn1c(SCC(=O)Nc2ccc3c(c2)OCCO3)n[nH]c1=O,-16%,-16%,-25%,1%,-5%,3.6,2.2,-9
CCCn1c(CNC(=O)Cc2ccccc2)nc2ccccc21,-1%,17%,6%,-4%,3%,-2.4,1.4,0
Cc1ccnc(NC(=O)c2cc3ccccc3oc2=O)c1,-5%,-4%,-2%,13%,0%,0.1,-3.2,-8
CC(=O)NC(CCC(=O)O)C(=O)O (stereo not drawn),-10%,11%,1%,6%,-6%,0.0,1.9,14
Cc1nnc(C)c2c(C)n(-c3ccccc3N)c(C)c12,-7%,-4%,-5%,4%,7%,-0.5,0.2,-5
O=C(Nc1ccc2c(c1)OCCO2)c1ccc(Cl)cc1Cl,-7%,-22%,-1%,3%,6%,-3.6,0.5,1
CCN(C(=O)COC(=O)CNS(=O)(=O)c1ccc(C)cc1)C1CCS(=O)(=O)C1 (stereo not drawn),-6%,-1%,4%,26%,3%,-3.2,-0.5,0
COC(=O)N1CCN(S(=O)(=O)c2ccc(F)cc2)CC1,-2%,1%,-16%,-6%,-3%,-0.3,0.4,·
CCCC(=O)Nc1cc(C(=O)O)ccc1Sc1ccccc1,-25%,-4%,-3%,4%,0%,-0.1,2.1,-9
CC(C)C(OC(=O)c1ccco1)C(=O)NCc1ccc2c(c1)OCO2 (stereo not drawn),-10%,5%,-5%,6%,7%,-0.9,-1.6,-2
CCN(CC(=O)NCc1ccc(Cl)cc1)C(=O)/C=C/c1ccccc1,-4%,-10%,-26%,3%,2%,-3.7,-1.9,1
CCCCn1c(C)nc2cc(S(=O)(=O)N3CCOCC3)ccc21,6%,-12%,3%,-7%,-3%,-0.5,-0.1,-3
Cc1ccc(S(=O)(=O)N(CC(=O)N2CCOCC2)C2CCCCC2)cc1,-2%,-2%,2%,1%,-4%,-1.9,2.2,-2
CC(C)(C)NS(=O)(=O)c1cc2c3c(c1)CCN3C(=O)CC2,-6%,2%,5%,9%,-3%,2.0,-1.3,-4
COc1ccc(Nc2nc(-c3ccccc3F)nc3ccccc23)cc1OC,-6%,-9%,-16%,?,15%,-3.1,-0.8,0
O=C(O)c1cc(C2CC2)nn1-c1ccccc1,-1%,10%,14%,3%,-9%,-1.4,-0.3,0
O=C(NC(C(=O)c1ccccc1)N1CCCCC1)c1ccccc1 (stereo not drawn),-3%,-22%,-6%,0%,0%,0.6,-1.9,0
CC(C)N(C(=O)CSc1nn2c(=O)c(C(C)(C)C)nnc2s1)c1ccccc1,-3%,-2%,-18%,-20%,-5%,-0.1,2.8,12
CC(=O)c1c(-c2ccccc2)c2cc(Cl)ccc2n(C)c1=O,-14%,-3%,-1%,3%,1%,-4.7,0.0,4
O=C(CCC1CCCN(C(=O)C2(c3ccccc3)CC2)C1)N1CCN(c2ccccn2)CC1 (stereo not drawn),-5%,?,-3%,6%,3%,-4.6,-0.2,1
CCN(C(=O)COC(=O)CC1CCCCC1)c1c(N)n(Cc2ccccc2)c(=O)[nH]c1=O,-3%,-2%,4%,-1%,-15%,0.1,1.6,-1
CCCCCCN1C[C@@H](O)[C@H](n2cc(C3CC3)nn2)C[C@@H]1c1ccc(Cl)cc1,1%,-8%,5%,-12%,-15%,-0.2,1.1,-2
COc1cc(C(=S)N2CCN(C(c3ccccc3)c3ccccc3)CC2)cc(OC)c1O,13µM*,-1%,-13%,26%,22%,0.6,0.3,-10
Cc1ccc(C(=O)NCC(c2ccco2)N2CCc3ccccc3C2)cc1C (stereo not drawn),3%,-9%,-1%,6%,2%,-3.0,-1.2,-3
N#Cc1c(N)nc(SCC(=O)C23CC4CC(CC(C4)C2)C3)c(C#N)c1-c1ccc(Cl)cc1,-15%,-1%,-28%,-1%,4%,0.4,-40*,-8

# Quoted at random: two entries already listed, in no set order.
SMILES,PLK1 PBD block,EPAC1 antagonist,WRN inhibitor,EPAC2 ag,EPAC1 agonist,IL-2 act,CCT modulator,PI5P4K alpha inh
Cc1ccc(C(=O)NCC(c2ccco2)N2CCc3ccccc3C2)cc1C (stereo not drawn),3%,-9%,-1%,6%,2%,-3.0,-1.2,-3
O=C(NC(C(=O)c1ccccc1)N1CCCCC1)c1ccccc1 (stereo not drawn),-3%,-22%,-6%,0%,0%,0.6,-1.9,0

# Record cards (already shown). Order of screens: PLK1 PBD block	EPAC1 antagonist	WRN inhibitor	EPAC2 ag	EPAC1 agonist	IL-2 act	CCT modulator	PI5P4K alpha inh
# O=C(O)c1cc(C2CC2)nn1-c1ccccc1 in the list: -1%	10%	14%	3%	-9%	-1.4	-0.3	0
# O=C(CCC1CCCN(C(=O)C2(c3ccccc3)CC2)C1)N1CCN(c2ccccn2)CC1 (stereo not drawn) in the list: -5%	?	-3%	6%	3%	-4.6	-0.2	1

# Further records:
SMILES,PLK1 PBD block,EPAC1 antagonist,WRN inhibitor,EPAC2 ag,EPAC1 agonist,IL-2 act,CCT modulator,PI5P4K alpha inh
COC(=O)c1c(NC(=O)c2ccc(S(=O)(=O)N3CCOCC3)cc2)sc2c1CCN(C(C)C)C2,-3%,2%,-2%,-4%,11%,-3.3,0.4,1
O=C(O)c1cccc(NC(=S)NC(=O)c2ccc3ccccc3c2)c1,-18%,-19%,-5%,0%,-11%,-3.0,-0.3,-23
O=C(O)Cc1ccc(NC(=O)c2ccc(NC(=O)c3ccco3)cc2)cc1,-9%,13%,-6%[11.6 µM],-5%,-4%,0.4,-0.2,·
C=CCn1c(SCC(=O)Nc2c(C)n(C)n(-c3ccccc3)c2=O)nc2sc(C)c(-c3ccccc3)c2c1=O,-10%,-29%,3%,-2%,1%,0.8,0.7,-7
Cc1nn2c(=O)c3c4c(sc3nc2n1-c1ccccc1)COC(C)(C)C4,6%,-2%,0%,0%,-1%,-0.1,-1.0,0
O=C(NCc1ccc(-c2nc3ccccc3s2)cc1)c1ccco1,-2%,-21%,8%,13%,-2%,3.0,-0.6,-5
COCC(C)n1c(C)cc(C(=O)CSc2cc(C)c3ccccc3n2)c1C (stereo not drawn),-18%,-3%,-3%,-1%,15%,0.2,0.9,10
CCCCNC(=O)C1(C)CCCCN1C(=O)c1ccc(C#N)cc1 (stereo not drawn),0%,-23%,-5%,2%,2%,-0.6,2.3,0
O=C(NCc1ccccn1)NC1CCCCC1,-1%,9%,-8%,-6%,5%,0.6,2.4,0
COc1ccc(Cn2nnnc2C(c2cc(OC)ccc2OC)N2CCC(C(N)=O)CC2)cc1 (stereo not drawn),-9%,6%,-23%,0%,8%,0.6,-2.4,-3
CCOCCCNCc1cccc(OCc2ccc(F)cc2)c1,1%,-6%,-5%,0%,2%,0.2,-0.4,0
Cc1nnc(NC(=O)CCn2c(=O)oc3ccc(Cl)cc32)s1,0%,-1%,-7%,7%,10%,-1.9,-3.4,4
Cc1[nH]c2ccccc2c1C(=O)CSc1nc2ccccc2c(=O)n1CCCN1CCOCC1,-2%,5%,1%,7%,2%,-0.2,-2.5,-6
O=Cc1ccc(OCc2nnsc2Cl)cc1,?,0%,4%,-7%,-5%,-0.3,-0.6,-4
COc1ccccc1CCC(=O)Nc1cccc(S(=O)(=O)N2CCCCCC2)c1,3%,-10%,-5%,6%,3%,-6.5,-0.1,-1
O=C(CCS(=O)(=O)c1ccc(F)cc1)Nc1nc(-c2ccncc2)cs1,12µM*,1%,-5%,5%,8%,-0.7,1.1,-3
CCOC(=O)N1CCN(C(=O)COc2ccc(Br)cc2)CC1,-6%,-2%,-7%,18%,-20%,0.1,-5.9,-9
CC(=O)C1=C(O)C(=O)N(CCCN2CCOCC2)C1c1ccccc1[N+](=O)[O-] (stereo not drawn),?,2%,-15%,6%,5%,-0.6,-2.3,-18
CCOc1ccc(C(C(=O)NCC2CCCO2)N(C(=O)c2snc(C(N)=O)c2N)c2ccccc2F)cc1 (stereo not drawn),-1%,-24%,4%,8%,1%,-1.2,-1.9,3
Cc1cc(C(=O)CN2C(=O)NC(c3ccccc3)(c3ccccc3)C2=O)c(C)n1Cc1ccccc1,-2%,2%,-5%,7%,6%,-0.1,1.3,-5
O=C(CSc1nnc(-c2cccnc2)n1-c1ccccc1)Nc1ccc2c(c1)OCO2,-1%,10%,-3%,-6%,-8%,-0.9,-1.5,·
O=C(O)c1cc(N2C(=O)CCC2=O)ccc1Cl,-4%,3%,-6%,0%,5%,0.3,1.4,-7
